NR2E3 ag-1: human photoreceptor-specific nuclear receptor agonism | Q9Y5X4 | CHO-S Gal4-NCOR/VP16-NR2E3 two-hybrid, luciferase | inhibition of corepressor binding, % at 3.98 µM | 0.35% of 360,000 active | AID 602229;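 active = inhibition above the mean of all tested compounds plus 3 SD, cut at about 70% in these data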;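 note: 0% = DMSO with NR2E3 transfected cells and 100% = cells lacking NR2E3 construct; higher means lower luciferase signal from less NR2E3 corepressor binding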
Target sequence (Q9Y5X4 whole entry, looked up, the tested form may be a part): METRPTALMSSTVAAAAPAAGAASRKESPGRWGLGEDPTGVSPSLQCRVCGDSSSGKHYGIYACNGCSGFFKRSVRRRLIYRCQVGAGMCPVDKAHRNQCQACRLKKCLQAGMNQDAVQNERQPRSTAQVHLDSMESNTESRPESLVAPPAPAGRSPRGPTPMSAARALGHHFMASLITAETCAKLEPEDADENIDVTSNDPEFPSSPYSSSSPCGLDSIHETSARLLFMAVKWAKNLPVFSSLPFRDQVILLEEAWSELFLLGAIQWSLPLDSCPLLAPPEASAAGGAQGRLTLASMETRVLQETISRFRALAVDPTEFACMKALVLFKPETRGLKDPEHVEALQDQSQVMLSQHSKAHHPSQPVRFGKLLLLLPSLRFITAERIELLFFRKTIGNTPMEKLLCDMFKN
Peg3 promoter: reduces Peg3 promoter-driven luciferase expression in HeLa; 1.7% of 360,000 active; HeLa PEG-Prom luciferase reporter, luminescence, overnight; inhibition, % at 20 µM;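 active = inhibition of at least 50% at 20 µM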
KKLEB cytotox: CF airway cell cytotoxicity counter-screen; KKLEB CF airway cells viability, ATPlite luminescence, overnight; active compounds read low; cells stimulated with P. aeruginosa culture filtrate; activity change (cytotoxicity), % at 5 µM; 0.36% of 360,000 active;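 active = corrected activity change at or below -50% at 5 µM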
HIF-2a block: HIF-2a inhibition. 786-0 RCC cells HIF-2a reporter, luciferase luminescence, overnight. inhibition, % at 18.8 µM. 0.72% of 360,000 active. AID 624352;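 active = inhibition of the luminescence signal of 40% or more relative to plate controls, in a single-dose primary screen at 18.75 µM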
C8 TRAIL sens: sensitizes caspase-8 expressing cells to TRAIL; NB7+C8 cells + TRAIL, ATPlite viability luminescence; inhibition (viability loss, TRAIL sensitization), % at 10 µM; 1% of 360,000 active; AID 624354;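 active = compounds causing at least 50% loss of cell viability in the single-dose screen, relative to plate controls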
NR2E3 ag-2: agonists of human nuclear receptor NR2E3; AID 2300; inhibition of corepressor binding, % at 4.78 µM; Q9Y5X4; GST-NR2E3/biotin-RetCOR TR-FRET, 1536-well; 0.12% of 320,000 active;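 active = percent inhibition above the cutoff of mean plus 3 SD of all tested compounds, set per screening campaign, cut at about 20% in these data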;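 note: 0% = DMSO wells and 100% = biotin wells as full block of FRET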
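Format: 1536-well format; test system: GST-NR2E3 and biotin-RetCOR proteins; read-out basis: percent inhibition of TR-FRET ratio; timing: 5 h incubation at 4 °C; detection: time-resolved FRET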
iPSC survival up: increases survival of single human iPS cells; 0.044% of 360,000 active; hiPSC single-cell survival, ATPlite luminescence; 100% = ROCK inhibitor wells, 0% = DMSO; survival enhancement, % at 20 µM; AID 602274; in the data active = survival enhancement above about 18%;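 note: cells exposed to compounds for 16 hours before the ATP read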
TRPM1 prom inh: MITF TRPM1 promoter inhibition in SK-MEL-5 cells; SK-MEL-5 TRPM1 promoter luciferase, 24 h; inhibition, % at 12.5 µM; 0.83% of 330,000 active;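 active = mean inhibition across replicates of 60% or more, whatever share of single replicates reaches that level; inconclusive = some that reach 60%, reason not given; inactive = mean inhibition across replicates below 60%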; note: values of inactives mirror those of a sister screen read the other way
CF NFkB inh: cystic fibrosis NF-kB activation inhibition | KKLEB NF-kB-GFP reporter, PAF-induced, GFP fluorescence overnight | inhibition, % at 5 µM | 0.86% of 360,000 active | AID 588850;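 active = at least 50% inhibition at 5 µM, scaled per plate between neutral and stimulator controls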;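 note: PAF is a Pseudomonas aeruginosa culture filtrate used as stimulus; plate controls were PAF-stimulated DMSO wells for no effect and unstimulated DMSO wells for full effect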
Shn3 inh set2: Schnurri-3 reporter inhibition in Clone20 osteoblasts. AID 588674. Clone20 osteoblast Shn3 3'UTR firefly luciferase, 24 h. inhibition, % at 12.5 µM. 0.52% of 360,000 active;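 active = mean inhibition of at least 75% with every replicate also reaching 75%; inconclusive = mean inhibition at least 75% but some replicate below; inactive = mean inhibition below 75%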;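 note: 0% = median of neutral control wells and 100% = pilot-screen positive control compound; some compounds past the cut are filed as inactive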
EBV LMP1 NFkB: reduces LMP1-driven NF-kappaB luciferase signal. inhibition, % at 12.5 µM. AID 504558. 0.69% of 350,000 active. LMP1-induced NF-kappaB luciferase reporter cells, luminescence; in the data active = inhibition above about 41%; inconclusive = no clear call, values can overlap the other calls;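 note: 0% = neutral control wells and 100% = reference inhibitor control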
An asterisk follows results filed as active; ? = inconclusive; / = no result given. Not all compounds are listed (hit frequency here may not be typical).

Preview (three entries):
SMILES | NR2E3 ag-1 | Peg3 promoter | KKLEB cytotox | HIF-2a block | C8 TRAIL sens | NR2E3 ag-2 | iPSC survival up | TRPM1 prom inh | CF NFkB inh | Shn3 inh set2 | EBV LMP1 NFkB
Cc1cccc(OCC(=O)Nc2nnc(S(=O)(=O)N3CCC(C)CC3)s2)c1 | -18 | 22 | 12 | 6 | 0 | -1 | 0.3 | / | -5 | -4 | -12
CCC1CCCCN1C(=O)CCNC(=O)Cn1cnc2ccccc2c1=O (configuration not stated) | -6 | 8 | -11 | 4 | 2 | 2 | 0.5 | -2 | 14 | -22 | -1
COCCCNC(=O)Cn1nnc(-c2ccc(NC(=O)c3ccc(F)cc3)cc2)n1 | -29 | -20 | -1 | -1 | 6 | 2 | 1.1 | -8 | 9 | -5 | 1

Main list (from the top)
SMILES | NR2E3 ag-1 | Peg3 promoter | KKLEB cytotox | HIF-2a block | C8 TRAIL sens | NR2E3 ag-2 | iPSC survival up | TRPM1 prom inh | CF NFkB inh | Shn3 inh set2 | EBV LMP1 NFkB
Cc1cccc(OCC(=O)Nc2nnc(S(=O)(=O)N3CCC(C)CC3)s2)c1 | -18 | 22 | 12 | 6 | 0 | -1 | 0.3 | / | -5 | -4 | -12
CCC1CCCCN1C(=O)CCNC(=O)Cn1cnc2ccccc2c1=O (configuration not stated) | -6 | 8 | -11 | 4 | 2 | 2 | 0.5 | -2 | 14 | -22 | -1
COCCCNC(=O)Cn1nnc(-c2ccc(NC(=O)c3ccc(F)cc3)cc2)n1 | -29 | -20 | -1 | -1 | 6 | 2 | 1.1 | -8 | 9 | -5 | 1
CC(C)(C)OC(=O)N1CCC(C(=O)Nc2cccc(C(=O)NCCc3ccccc3)c2)CC1 | -74 | -46 | -1 | -54 | -5 | / | 5.5 | -3 | 12 | 15 | 6
Cc1ccc(NC(=O)NCCCl)cc1S(=O)(=O)N1CCOCC1 | -12 | 17 | -5 | 12 | 13 | -3 | -0.5 | 5 | 6 | -10 | 1
Cc1nc2cc(S(=O)(=O)C(F)(F)F)ccc2s1 | -4 | 2 | 3 | 8 | 16 | 0 | 0.1 | -11 | 0 | 3 | 4
Cc1nc(-c2nc(-c3c(C(=O)NNC(=O)Nc4ccccc4)noc3C)cs2)cs1 | -18 | -6 | 0 | -3 | -5 | -2 | 0.7 | -6 | -2 | 14 | 3
CCc1nc(N[C@H](C(=O)O)C(C)CC)c2oc3ccccc3c2n1 (some centres not stated) | -8 | 9 | 6 | 2 | -1 | 2 | 1.9 | -4 | 4 | -3 | 3
Cc1cccc(NC(=O)c2cccc(S(=O)(=O)N(C)C3CCCCC3)c2)n1 | -33 | 13 | 7 | -1 | 11 | / | 1.3 | / | -4 | 17 | -3
Cc1nc(NC(=O)c2ccc(Br)s2)sc1C(=O)N(C)C | -95 | -247 | 5 | -160 | 13 | -1 | -3.6 | -49 | 12 | -16 | -14
COc1cc(C(=O)OCC(=O)NCCC2=CCCCC2)ccc1OCC(C)C | -19 | 15 | 12 | 1 | 3 | 0 | -0.2 | 2 | 1 | 4 | 1
N#Cc1ccc(CN2CCN(C(=O)c3cccc(S(=O)(=O)N4CCCCCC4)c3)CC2)cc1 | 2 | 21 | 5 | 11 | -2 | -2 | -0.6 | 8 | -2 | 5 | 1
COc1cc(C(=O)NNC(=O)c2ccc(S(=O)(=O)N3CCCCC3)cc2)cc(OC)c1OC | 1 | 4 | -2 | 18 | -2 | -4 | -0.2 | 7 | -8 | 2 | 7
Cc1ccc(CC(=O)O/N=C(\N)c2ccccn2)cc1 | -140 | -160 | -16 | -177 | 1 | -3 | -0.1 | -26 | -9 | -87 | -17
CC(=O)NC1CC2CCCC(C1)N2Cc1ccc(C)cc1 (configuration not stated) | -17 | 3 | -4 | 17 | -3 | -2 | -0.9 | 4 | 3 | -20 | 10
c1ccc(-c2[nH]ncc2CN2CCN(Cc3ccc4c(c3)OCO4)CC2)cc1 | 4 | 10 | -16 | 7 | 13 | 3 | -0.2 | 3 | 18 | 15 | 8
Cc1ccc(S(=O)(=O)N2CCN(C(=O)COC(=O)/C=C/c3ccccc3F)CC2)c(C)c1 | -3 | 6 | 5 | 5 | 2 | 0 | -0.5 | / | 3 | 10 | -2
COc1ccc(N2CCN(C(=O)c3ccc(Oc4ccc(C(F)(F)F)cn4)cc3)CC2)cc1 | -23 | -8 | -8 | -11 | -3 | -3 | -3.1 | 0 | 4 | 18 | 10
COc1ccc(-n2cc(CN3CCCC3)c(-c3cccc(F)c3)n2)cc1 | 11 | -12 | -1 | -58 | 29 | 2 | -0.6 | -19 | -8 | -9 | -1
O=C(NC(Cc1ccccc1)C(=O)O)c1ccc(S(=O)(=O)N2CCOCC2)cc1 (configuration not stated) | -12 | 12 | 1 | 9 | -4 | 2 | 0.6 | -6 | 4 | -9 | 1

Random excerpt: 3 entries already listed, in no set order.
SMILES | NR2E3 ag-1 | Peg3 promoter | KKLEB cytotox | HIF-2a block | C8 TRAIL sens | NR2E3 ag-2 | iPSC survival up | TRPM1 prom inh | CF NFkB inh | Shn3 inh set2 | EBV LMP1 NFkB
O=C(NC(Cc1ccccc1)C(=O)O)c1ccc(S(=O)(=O)N2CCOCC2)cc1 (configuration not stated) | -12 | 12 | 1 | 9 | -4 | 2 | 0.6 | -6 | 4 | -9 | 1
N#Cc1ccc(CN2CCN(C(=O)c3cccc(S(=O)(=O)N4CCCCCC4)c3)CC2)cc1 | 2 | 21 | 5 | 11 | -2 | -2 | -0.6 | 8 | -2 | 5 | 1
COc1cc(C(=O)NNC(=O)c2ccc(S(=O)(=O)N3CCCCC3)cc2)cc(OC)c1OC | 1 | 4 | -2 | 18 | -2 | -4 | -0.2 | 7 | -8 | 2 | 7

(cont.)
SMILES | NR2E3 ag-1 | Peg3 promoter | KKLEB cytotox | HIF-2a block | C8 TRAIL sens | NR2E3 ag-2 | iPSC survival up | TRPM1 prom inh | CF NFkB inh | Shn3 inh set2 | EBV LMP1 NFkB
COc1ccc(CNc2ncnc3sccc23)cc1 | 94* | -4 | -8 | -4 | 6 | 4 | 0.4 | 9 | 21 | ? | 23
Cc1nn(C)cc1CNC(=O)c1cc2n(n1)C(C(F)(F)F)CC(c1cccs1)N2 (configuration not stated) | 2 | 12 | -8 | 4 | 3 | 1 | 0.4 | 16 | 18 | 69 | 10
CC(=O)NCc1ccc(C(=O)COC(=O)COc2ccccc2)s1 | -8 | 3 | -6 | 4 | -5 | 3 | -1.2 | 11 | -8 | 8 | -2
CCc1nc(NCC2CC2)c2nnn(Cc3ccccc3)c2n1 | 6 | 12 | -14 | 24 | -7 | / | -2.0 | / | 4 | -7 | -12
CCOC(=O)C1CCN(C(=O)C2CC(=O)N(c3ccc4c(c3)OCCO4)C2)CC1 (configuration not stated) | -22 | 13 | 15 | -2 | 18 | 0 | 1.1 | -2 | -4 | -8 | 6
FC(F)(F)c1ccc2c(c1)n(Cc1ccccc1)c1[n+]2CCCCC1 | -45 | 1 | 1 | 4 | 6 | 6 | -0.2 | 4 | -23 | -9 | -1
Cc1ccc(S(=O)(=O)N(C)Cc2ccc(C(=O)N/N=C3\CCCC(=O)C3)cc2)cc1 | 2 | 4 | 4 | 11 | -11 | 1 | -0.4 | 18 | -4 | -1 | -3
Cc1cnc(NC(=O)CN2C(=O)C3CC=CCC3C2=O)s1 (configuration not stated) | 15 | 4 | 9 | 11 | -8 | -2 | 1.2 | -14 | 6 | 9 | -3
COC(=O)CNc1nc(OC)nc(N(C)C)n1 | 2 | -6 | 5 | 7 | -20 | 1 | 0.0 | 2 | -5 | / | -5
O=C(Nc1c(Br)cc2c(c1Br)Cc1ccccc1-2)C(Cl)Cl | -38 | -12 | -13 | 3 | 5 | / | -0.1 | -2 | 3 | -4 | 1
COc1ccc2c(c1)c(CCN1C(=O)c3ccccc3C1=O)cn2C(=O)c1ccco1 | -10 | -3 | -12 | -14 | -4 | 2 | 1.0 | -7 | 7 | 38 | -2
COc1cccc(-c2nn(-c3ccc(C)cc3)cc2C(=O)N2CCN(C3CCS(=O)(=O)C3)CC2)c1 (configuration not stated) | -30 | -39 | -7 | -31 | 5 | 1 | -0.3 | -12 | -3 | -49 | -3
OCC(CO)(CO)NCc1ccc(-c2ccccc2)cc1 | -16 | 5 | 9 | 1 | 0 | 2 | 0.8 | -9 | 0 | -14 | -5
COc1cccc(CN2CCC(C(=O)N3CCC(C)CC3)CC2)c1 | -1 | -7 | -5 | 11 | 0 | -1 | 1.7 | -5 | 1 | -5 | -12
C/C(=N\NC(=O)C1CCCN(S(=O)(=O)c2ccccc2)C1)c1ccccn1 (configuration not stated) | -4 | 38 | -5 | -10 | 10 | -1 | -2.0 | 48 | 6 | 72 | 17
Cc1oc(-c2cccs2)nc1CN1CCN(Cc2ccc(F)c(F)c2)C(CCO)C1 (configuration not stated) | 0 | 8 | -3 | 4 | 12 | 0 | 0.1 | -9 | 4 | -19 | -6
O=C(/C=C/c1ccccc1)N1CCN(c2ccccn2)CC1 | -15 | -48 | -8 | -83 | 5 | 2 | -2.3 | -3 | -6 | -38 | -4
Cc1ccc2nc(Cl)c(/C=N/Nc3ccc(C(=O)O)cc3)cc2c1 | -22 | -212 | -9 | -216 | 78* | -4 | -1.0 | -60 | 10 | -20 | -7
CCn1nccc1C(=O)Nc1ccccc1OC | -2 | -3 | 4 | -7 | -9 | 2 | 1.8 | 6 | -15 | -1 | -5
COC(=O)[C@]1(C)N[C@H](CN(C)C(C)=O)[C@@H]2C(=O)N(Cc3ccccc3)C(=O)[C@@H]21 | -22 | -4 | -1 | 0 | -5 | / | 3.0 | -3 | -4 | -18 | -8
O=C(Nc1cc(Cl)ccc1Cl)c1ccco1 | -38 | 9 | 1 | -13 | 3 | -3 | 0.5 | 12 | -20 | 0 | 19
COc1cc(-c2nc(=S)[nH][nH]2)cc(OC)c1OC | -22 | -8 | 12 | 16 | -8 | 5 | 7.0 | -18 | -5 | 8 | -7
Nc1c(C(=O)NCc2ccc(F)cc2)c2nc3ccccc3nc2n1CCCN1CCOCC1 | -5 | 24 | -6 | -19 | 16 | 4 | -0.9 | -12 | -16 | -32 | -14
Cc1onc(-c2ccccc2)c1C(=O)N/N=C/c1cc(Br)c(O)c(Br)c1 | 6 | 6 | 13 | 17 | -6 | / | 0.8 | -3 | -5 | -3 | -18
COc1ccc(OC)c(C(=O)c2ccc(C(=O)N3CCCCC3)cc2)c1 | -2 | -3 | -30 | 10 | 5 | 2 | -4.5 | 1 | -7 | 9 | -2
OCCNc1ncnc2c1ncn2[C@H]1CN(Cc2cccs2)C[C@@H](CO)O1 | -12 | -6 | 2 | 0 | -20 | / | -2.6 | / | -11 | 52 | /
CCc1nnc(NC(=O)C2CC(=O)N(Cc3ccccc3)C2)s1 (configuration not stated) | 8 | -9 | -9 | 24 | -13 | -1 | -0.7 | 6 | -3 | 0 | -5
CCCCOc1ccc(-c2nnn(CC(=O)c3c[nH]c4ccccc34)n2)cc1 | -20 | -9 | 0 | 7 | 2 | 4 | 0.1 | 1 | -19 | 8 | -6
CCc1cccc(NC(=O)C2CC2c2ccccc2)c1 (configuration not stated) | 4 | -40 | 0 | -52 | 2 | 3 | -0.7 | -10 | 9 | -8 | 2

Assay outcomes from PubChem.
